CHRM5 PAM: human M5 muscarinic receptor positive allosteric modulators, primary screen, CHO-K1 cells, Fluo-8 calcium fluorescence; Muscarinic acetylcholine receptor M5 (Homo sapiens), P08912; CHO-K1 hM5, ACh EC20 PAM; 0% = ACh EC20, 100% = ACh EC100; activation, % at 3 µM; actives 0.3% (n = 360,000); AID 624038, 2012;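 active = activation above the run cutoff, the mean activation of all test compounds plus 3 SD, cut at about 18% in these data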
Target sequence (P08912 whole entry, looked up): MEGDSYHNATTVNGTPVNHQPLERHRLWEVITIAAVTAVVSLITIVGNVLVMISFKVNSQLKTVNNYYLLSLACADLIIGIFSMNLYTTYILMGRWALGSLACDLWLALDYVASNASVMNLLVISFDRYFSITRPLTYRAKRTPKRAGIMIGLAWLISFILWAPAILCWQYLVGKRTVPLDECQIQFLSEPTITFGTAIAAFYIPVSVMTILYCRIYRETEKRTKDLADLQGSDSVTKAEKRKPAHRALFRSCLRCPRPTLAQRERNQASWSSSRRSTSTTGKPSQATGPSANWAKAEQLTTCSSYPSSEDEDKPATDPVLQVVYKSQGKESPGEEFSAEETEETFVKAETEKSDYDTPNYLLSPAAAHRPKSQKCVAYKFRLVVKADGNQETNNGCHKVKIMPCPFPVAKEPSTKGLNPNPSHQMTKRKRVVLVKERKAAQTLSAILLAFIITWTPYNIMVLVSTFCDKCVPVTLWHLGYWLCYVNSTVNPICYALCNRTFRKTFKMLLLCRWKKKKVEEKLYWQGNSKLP
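Replicates: One well per compound, no replicates | System: Human M5 receptor in CHO-K1 cells | Benchmarks: Low control EC20 acetylcholine (0%), high control EC100 acetylcholine (100%) | Probe or stimulus: Acetylcholine, EC20 level | Times: Fluo-8 loading 80 min at 37 °C plus 30 min room temperature | Signal: Intracellular calcium via Fluo-8 fluorescence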
CRFR2-BP ag: agonists of CRF-BP/CRF-R2 complex, primary screen, cell-based, HEK293, calcium dye fluorescence, uHTS; CRF-binding protein / CRF receptor 2 complex (human); calcium dye fluorescence (FLIPR); percent of saturating CRF peptide response; activation, % at 13.2 µM; actives 0.46% (n = 350,000);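 active = activation of at least 50%, plus an integration ratio under a set limit after plate pattern correction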;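 also: plate controls were neutral control wells without compound for no effect and CRF at EC100 for full effect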
CHRM4 antagonist: human M4 muscarinic receptor antagonists, primary screen, CHO cells, Fluo-8 calcium fluorescence. CHO-hM4 cells, ACh EC80. actives 0.73% (n = 360,000). inhibition, % at 3 µM. Muscarinic acetylcholine receptor M4 (Homo sapiens), P08173. AID 624125, 2012;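 active = inhibition above its plate's cutoff, the mean inhibition of sample wells plus 3 SD, cut at about 27% in these data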;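 also: 0% = acetylcholine EC80 with DMSO and 100% = DMSO without agonist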
Target sequence (P08173 whole entry, looked up): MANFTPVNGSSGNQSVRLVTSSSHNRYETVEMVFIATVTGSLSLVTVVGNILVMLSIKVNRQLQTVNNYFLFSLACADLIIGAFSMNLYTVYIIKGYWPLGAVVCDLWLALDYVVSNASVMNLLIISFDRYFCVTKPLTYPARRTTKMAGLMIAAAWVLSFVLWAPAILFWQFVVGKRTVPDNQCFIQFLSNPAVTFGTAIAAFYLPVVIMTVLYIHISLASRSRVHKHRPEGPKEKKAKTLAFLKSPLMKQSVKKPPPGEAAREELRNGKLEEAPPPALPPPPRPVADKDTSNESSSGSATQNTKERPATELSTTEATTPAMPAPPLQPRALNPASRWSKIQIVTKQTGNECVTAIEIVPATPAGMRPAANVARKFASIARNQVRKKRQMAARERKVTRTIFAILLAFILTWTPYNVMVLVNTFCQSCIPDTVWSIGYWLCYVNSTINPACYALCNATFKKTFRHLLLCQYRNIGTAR
M1 PAM: human M1 muscarinic receptor positive allosteric modulators, primary screen, CHO-K1 cells, Fluo-8 calcium fluorescence, 1536-well. Muscarinic acetylcholine receptor M1 (Homo sapiens), P11229. CHO-K1 hM1, ACh EC20; 0% = ACh EC20, 100% = maximal ACh. activation, % at 3 µM. actives 0.088% (n = 360,000). AID 588819, 2011; in the data active = activation above about 19%, passing the limit was not always enough
CHRM1 antagonist: human M1 muscarinic receptor antagonists, primary screen, CHO-K1 cells, Fluo-8 calcium fluorescence, 1536-well | CHO-K1 hM1, ACh EC80 antagonist | inhibition, % at 3 µM | actives 1.3% (n = 360,000) | AID 588852, 2011;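 active = percent inhibition above its own plate's cutoff, namely the mean of that plate's compound wells plus 3 SD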;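 also: peak over basal fluorescence ratio during 140 s after agonist addition; 0% = ACh EC80 plus DMSO and 100% = DMSO alone without agonist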
M5 antag: human M5 muscarinic receptor antagonists, primary screen, CHO cells, Fluo-8 calcium fluorescence | Muscarinic acetylcholine receptor M5 (Homo sapiens), P08912 | CHO-hM5 cells, ACh EC80 | inhibition, % at 3 µM | actives 0.59% (n = 360,000);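 active = inhibition above a per-plate cutoff, the mean of that plate's test compounds plus 3 SD, cut at about 27% in these data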;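 also: 0% = acetylcholine EC80 with DMSO and 100% = DMSO without agonist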
M4 ag: human M4 muscarinic receptor agonists, primary screen, CHO-K1 cells, Fluo-8 calcium fluorescence. CHO-K1 hM4/Gqi5; vehicle 0%, full acetylcholine response 100%. Muscarinic acetylcholine receptor M4 (Homo sapiens), P08173. activation, % at 3 µM. AID 624127, 2012. actives 0.14% (n = 360,000);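 active = activation above the run mean over all test wells plus 3 SD, cut at about 32% in these data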;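 also: peak over basal fluorescence ratio per well then scaled between controls; 0% = DMSO wells and 100% = acetylcholine at EC100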
CHRM5 agonist: human M5 muscarinic receptor agonists, primary screen, CHO-K1 cells, Fluo-8 calcium fluorescence; Muscarinic acetylcholine receptor M5 (Homo sapiens), P08912; AID 624037, 2012; actives 0.19% (n = 360,000); CHO-K1 hM5 cells; 0% DMSO wells, 100% maximal acetylcholine response; activation, % at 3 µM;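 active = activation above the run's mean over test compounds plus 3 SD, cut at about 23% in these data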;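 also: signal is peak over basal fluorescence ratio across the kinetic read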
CHRM4 PAM: human M4 muscarinic receptor positive allosteric modulators, primary screen, CHO-K1 cells, Fluo-8 calcium fluorescence. Muscarinic acetylcholine receptor M4 (Homo sapiens), P08173. CHO-K1 hM4/Gqi5, ACh EC20; 0% = ACh EC20, 100% = maximal ACh. activation, % at 3 µM. actives 0.4% (n = 360,000). AID 624126, 2012;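 active = activation above its plate's cutoff, the mean activation of sample wells plus 3 SD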; also: some results filed as inactive read as strong as hits
Active calls of the source: *; . = no result given.

SMILES	CHRM5 PAM	CRFR2-BP ag	CHRM4 antagonist	M1 PAM	CHRM1 antagonist	M5 antag	M4 ag	CHRM5 agonist	CHRM4 PAM
CC[C@]12C(=O)N(C)C[C@H]([C@@H]3C(=O)N(C)C(=O)[C@@H]31)N2C(=O)c1ccc(Br)cc1	0.0	-0.6	5.3	6.2	-12.7	12.1	-0.2	0.6	-2.9
N#CN=CN1CC=C(c2ccc(Cl)cc2)CC1	-0.8	-1.8	-2.6	6.7	-21.7	-1.9	0.4	-0.5	3.4
CC(C)[C@H](NC(=O)NCCC1=CCCCC1)C(=O)O	2.2	1.9	-7.0	5.8	-13.5	2.0	0.8	-5.3	10.4
O=C(COc1ccc(F)cc1Br)N1CCN(S(=O)(=O)/C=C/c2ccccc2)CC1	-1.2	-0.4	0.5	5.8	-5.8	-1.6	8.1	-0.3	-4.6
Clc1ccc(-c2c(C3=NCCCN3)nnn2-c2ccc(Cl)cc2)cc1	-0.3	1.2	8.0	-9.6	8.3	8.9	1.5	-0.7	-8.7
CCOC(=O)C1=C(C)N=c2sc(=Cc3cc(Cl)c(OCC(=O)O)c(OC)c3)c(=O)n2C1c1ccccc1Cl (centres undefined)	-3.3	.	-4.0	7.6	4.6	2.4	1.3	1.1	6.8
O=C(C1=C[C@@H](c2coc3ccccc3c2=O)C[C@@H](OCc2ccc(CO)cc2)O1)N1CCN(Cc2ccccc2)CC1	-13.9	0.5	7.8	-8.2	7.1	22.3	16.4	-3.0	-2.8
COc1ccccc1N1CCN(C2CCCN(Cc3ccccc3OCCO)C2)CC1 (centres undefined)	5.5	1.4	2.7	7.7	-12.4	0.1	0.3	-0.8	-3.2
Cc1cc(N/N=C/c2ccc3c(c2)OCO3)nc2ccccc12	-6.1	-0.4	8.7	-2.3	-3.6	14.4	0.4	-2.2	-21.5
CCn1c(=O)n(CC)c2cc(N)ccc21	4.5	5.6	8.3	6.6	0.2	8.2	0.1	-3.9	-2.9
CCCc1c(C(=O)N/N=C/c2ccco2)nnn1-c1nonc1N	-0.9	2.5	-13.6	2.4	-5.9	6.3	2.8	4.8	8.3
CCCCC(=O)Nc1nnc(CCOC)s1	-0.5	-0.9	5.8	6.7	6.1	-5.3	0.0	-0.3	-0.2
Cc1ccc(NC(=O)Cc2noc3ccccc23)nc1	1.0	-1.8	4.3	6.3	-7.8	4.1	-0.9	-2.5	4.0
CC1CCC(NC(=O)c2cc(Cl)nc3ccccc23)CC1 (centres undefined)	-8.4	-1.4	-5.4	7.2	-3.6	13.6	1.4	-0.8	-2.9
CCNC(=O)C1(C)CCN1CCC(=O)c1ccc(Br)cc1 (centres undefined)	1.6	.	-4.5	10.8	-24.2	3.8	1.6	0.6	1.1
CC(=O)c1sc(NC(=O)C2CCN(C(=O)c3ccccc3C)CC2)nc1-c1ccccc1	-6.5	0.6	-10.6	-1.2	3.1	9.2	5.1	2.6	1.6
COC(=O)CN(c1cccc(F)c1)S(C)(=O)=O	0.2	-0.9	-6.0	2.2	-7.7	1.1	1.4	-2.8	4.0
O=c1[nH]c2ccc(S(=O)(=O)N3CCCCC3)cc2[nH]1	-7.6	0.4	4.8	-0.5	-6.3	-0.7	0.3	2.4	2.0
CCOC(=O)c1sc(N)c(C(=O)OCC)c1C	4.2	-0.6	0.4	9.3	-14.1	1.9	-1.6	-2.8	-3.0
CCC(=O)NC(C)C(c1cccs1)N1CCN(c2ccccc2)CC1 (centres undefined)	4.0	0.1	7.8	3.7	-4.1	0.5	-0.4	1.6	1.1
CCOCC(=O)Nc1ccc(S(=O)(=O)NCCc2ccccc2)cc1	-8.2	0.5	-6.4	-6.0	-4.2	-0.3	4.7	2.5	-5.3
COc1ccc(NC(=O)CC2C(=O)N(c3ccc(OC)cc3)C(=O)N2CCN2CCN(C)CC2)cc1 (centres undefined)	-5.2	2.3	0.2	3.0	-10.7	-0.8	0.6	0.4	0.1
CCCCCC(=O)N1C[C@@H](n2cc(COC(=O)c3ccccc3)nn2)[C@H](O)C[C@@H]1c1ccccc1	-2.3	5.3	4.1	-6.0	3.8	11.1	6.3	-0.3	-4.1
CCn1c(CCNC(=O)c2ccc(Cl)cc2Cl)n[nH]c1=S	1.7	-0.7	-13.8	10.5	-5.0	-3.0	0.0	2.3	6.1
COc1cc(OC)cc(C(=O)NC(c2ccccc2)c2ccccc2)c1	-6.2	-1.2	17.8	-2.1	7.9	19.4	-0.5	-1.3	-10.0

Among those listed so far, these contain fluorine.
SMILES	CHRM5 PAM	CRFR2-BP ag	CHRM4 antagonist	M1 PAM	CHRM1 antagonist	M5 antag	M4 ag	CHRM5 agonist	CHRM4 PAM
O=C(COc1ccc(F)cc1Br)N1CCN(S(=O)(=O)/C=C/c2ccccc2)CC1	-1.2	-0.4	0.5	5.8	-5.8	-1.6	8.1	-0.3	-4.6
COC(=O)CN(c1cccc(F)c1)S(C)(=O)=O	0.2	-0.9	-6.0	2.2	-7.7	1.1	1.4	-2.8	4.0

Next section:
SMILES	CHRM5 PAM	CRFR2-BP ag	CHRM4 antagonist	M1 PAM	CHRM1 antagonist	M5 antag	M4 ag	CHRM5 agonist	CHRM4 PAM
CC1(C)CCCC2=C1CC1C(=O)N(N)C(=O)C1C2 (centres undefined)	1.9	1.6	6.6	10.0	-7.3	3.4	1.0	0.1	9.5
Cc1nnc(NC(=O)CSC2CCCCC2)s1	-8.0	-0.4	-5.0	9.3	-23.6	3.4	1.8	8.5	10.5
COc1ccc(F)cc1S(=O)(=O)NCC1CCCO1 (centres undefined)	5.6	0.1	1.5	9.1	-13.7	-10.6	1.9	0.9	0.8
O=C(N/N=C/C=C\c1ccco1)c1ccccn1	10.9	1.8	-0.2	4.8	-15.5	-7.6	0.7	8.8	-3.5
CNC(=S)NCCc1c[nH]c2ccc(OC)cc12	-0.1	0.0	-6.4	0.1	-1.8	7.8	0.5	1.1	2.2
N#Cc1ccc2ccn(CC(=O)NCc3ccco3)c2c1	5.4	0.6	-4.1	2.5	-16.3	-7.2	0.6	-6.4	-2.7
CC(Cl)C(=O)N1c2ccccc2CCc2ccccc21 (centres undefined)	-0.9	-1.4	-9.7	4.5	-10.5	10.4	-0.9	-15.3	1.2
Cc1sc(NC(=O)c2ccco2)c(C(c2ccc(F)cc2)N2CCN(C)CC2)c1C (centres undefined)	0.4	-0.9	-3.9	3.3	-1.4	12.4	12.7	-4.6	-4.1
CC(=O)c1ccc(S(=O)(=O)N(C)CC(=O)NCC2CCCCC2)cc1	17.2	-0.7	-13.2	16.9	-9.8	-22.1	2.2	-0.9	-2.6
COc1ccc(NC(=S)Nc2ccc(N)c([N+](=O)[O-])c2)cc1	0.0	-1.3	3.7	2.8	2.4	-2.5	0.5	-2.6	-1.9
O=c1[nH]c(SCc2ccc(Cl)cc2)nc2[nH]ncc12	-13.7	-0.9	6.6	-9.8	9.2	8.4	8.5	1.8	-9.1
Cc1ccc(-c2noc(CCC(=O)NCc3ccccc3CN3CCOCC3)n2)cc1	4.6	2.4	-33.3	3.8	-6.5	-6.8	4.0	-5.4	6.6
COc1ccccc1N(C)c1cc2c(c3c1ccn3C)C1CCC2C1 (centres undefined)	-6.7	.	10.1	-3.8	-27.0	5.1	-1.3	-6.9	-10.0
CC(O)c1cccc(N=Cc2ccc3ccccc3c2O)c1 (centres undefined)	0.4	-0.7	1.9	-4.3	7.0	-7.3	3.2	3.8	-1.2
Cc1ccc[n+](-c2[nH]c(=O)sc2/C=N/N=C(\[O-])CCn2c3ccccc3c3ccccc32)c1	6.6	-0.2	2.7	8.0	-10.3	-6.2	2.1	3.0	-3.8
Cc1ccc(NC(=O)CSc2nnc(NC(=O)c3ccco3)s2)cc1	3.8	-1.4	-19.6	7.0	-4.3	-3.5	1.3	-4.5	10.1
Cc1ccc(S(=O)(=O)NCCCn2ccnc2)cc1C(=O)NC(C)C	0.4	-0.2	-0.9	-0.2	-4.7	8.2	0.3	0.5	-5.5
CC(C)(C)C(=O)COC(=O)c1cc(S(=O)(=O)N2CCCCC2)ccc1N1CCOCC1	1.9	0.1	-6.6	7.3	-7.4	-1.3	0.4	0.6	8.1
CCOc1ccc2[nH]c(=O)c(CN(Cc3cccs3)Cc3nnnn3C(C)(C)CC)cc2c1	-2.3	-0.9	2.4	-4.9	-4.3	4.0	9.4	2.5	-0.1
OCCCN=C1CCCc2c1[nH]c1ccc(Cl)cc21	-0.5	0.1	-3.9	0.4	-10.2	11.4	0.2	-4.7	0.4
CSCCC(NS(=O)(=O)c1ccc(Cl)cc1)C(=O)OCC(=O)NC1CC1 (centres undefined)	-6.8	-1.0	-7.3	1.2	-15.0	2.3	1.0	-2.5	-0.1
CCn1c2ccccc2c2cc(C3C(C#N)=C(N)Oc4n[nH]c(COC)c43)ccc21 (centres undefined)	-0.8	-0.5	4.4	0.4	-9.6	2.6	2.1	0.6	6.5
CC(=O)c1ccccc1NC(=O)COC(=O)c1cc(C)oc1C	-6.7	0.0	3.7	7.7	-8.5	10.7	0.5	-2.3	-1.4
C/C(N)=C(/C#N)C(=O)COC(=O)c1ccccc1Oc1ccccc1	-4.5	0.7	3.4	-0.7	4.4	6.1	3.7	4.2	3.7
CCCOc1ccc(C(=O)Nn2c(C)nc3ccccc3c2=O)cc1	-4.3	-2.3	4.4	6.8	-8.7	6.2	3.1	4.8	-3.4
Following part.
SMILES	CHRM5 PAM	CRFR2-BP ag	CHRM4 antagonist	M1 PAM	CHRM1 antagonist	M5 antag	M4 ag	CHRM5 agonist	CHRM4 PAM
COc1ccc(C2CC(=O)c3ccccc3O2)cc1 (centres undefined)	1.8	-1.1	9.5	-2.0	2.1	0.7	2.5	0.3	-6.0
Nc1ccc(C(=O)CC(=O)Nc2ccc(Cl)cc2)cc1	3.4	0.3	1.9	1.4	-6.1	-2.8	0.7	-3.1	-5.0
Cc1cnc(C(=O)OCC(=O)NC(C)c2ccccc2)cn1 (centres undefined)	3.6	0.6	1.4	11.6	-12.1	11.2	0.6	-0.8	5.4
Cn1cc([C@@H]2C[C@H]3CN(Cc4cccc(Cl)c4)C(=O)[C@]34CCCN24)c(-c2ccccc2)n1	3.2	-2.5	0.1	11.8	-9.9	0.9	2.4	3.2	0.7
CC(=O)N1C[C@H]2CON(C)[C@H]2C[C@H]1c1cccc(N2CCOCC2)c1	-0.1	1.6	-4.8	12.1	-19.8	-3.6	1.9	4.1	14.1
Cc1ccc(NC(=O)CN2C(=O)COc3ccc(C)cc32)nc1	5.2	0.6	-12.6	5.4	-4.8	-11.8	1.4	-2.2	1.6
CCCCCC(=O)Nc1cc(N(C)C)nc2ccccc12	-6.3	-1.6	4.9	1.6	-4.4	13.8	0.1	-4.1	4.9
